14-3-3g Raf = 14-3-3 gamma protein interaction modulation. inhibition, % at 40 µM. FP, 14-3-3gamma / TMR-pS259-Raf peptide binding. 160,000 compounds, 0.19% hits. P61981; in the data active = inhibition above about 30%;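 also: 0% = protein plus tracer without compound and 100% = blank with tracer alone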
Target sequence (P61981 whole entry, looked up): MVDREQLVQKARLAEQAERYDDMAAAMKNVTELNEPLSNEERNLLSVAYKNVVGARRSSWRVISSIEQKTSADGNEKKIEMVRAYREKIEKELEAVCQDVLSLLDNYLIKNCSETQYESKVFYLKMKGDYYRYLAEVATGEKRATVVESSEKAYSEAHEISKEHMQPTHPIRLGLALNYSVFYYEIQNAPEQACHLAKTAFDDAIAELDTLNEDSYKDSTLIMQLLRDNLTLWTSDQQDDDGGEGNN
Active calls of the source: *; & = joins results of further samples.

SMILES | 14-3-3g Raf
O=c1c2ccccc2nc(SCc2cc(F)cc3c2OCOC3)n1Cc1ccco1 | -5
CCOC(=O)c1c(NC(=O)CNCCO)sc(C)c1C | -4
COc1ccc(Cl)cc1NC(=O)c1oc2ccc(S(=O)(=O)N3CCCC3)cc2c1C | -1
O=C1CN(C(=O)c2ccco2)C(c2ccc(F)cc2)c2cc(Br)ccc2N1 (stereo unspecified) | -6
COc1cccc(C2=NC(C)(C(C)C)NC(c3ccccc3O)C2)c1 (stereo unspecified) | 0
CCCCOC(=O)c1ccc(NC(=O)CSc2nncn2C)cc1 | 5
CC1=C(C#N)C(c2ccoc2)C(C(=O)OCc2ccccc2)=C(N)S1 (stereo unspecified) | -9
COc1ccc(C(=O)Oc2ccc(C=Nc3ccc(Cl)cc3)cc2[N+](=O)[O-])cc1 | -19
O=C(Cn1cc2c(n1)CCCCC2)NCc1cccs1 | -1
O=C(Cn1c2ccccc2c(=O)c2ccccc21)Nc1cc(Oc2ccccc2)cc([N+](=O)[O-])c1 | -6
CC1(C)CC(=O)C2=C(C1)Nc1nc(SCc3cccc(F)c3)[nH]c(=O)c1C2c1ccc(Br)cc1 (stereo unspecified) | -11
CCN(C(=O)CCNC(=O)Cn1cnc2ccccc2c1=O)c1ccccc1F | -6
COc1ccc(NC(=O)c2ccc3c(c2)C(=O)N(c2cccc4ccccc24)C3=O)c([N+](=O)[O-])c1 | 5
Cc1ccc(Cc2c(C)nc3c(C(=O)O)cnn3c2C)cc1 | 4&15
CC(C)Cn1c(CN2CCCCC2C)nc2c1c(=O)n(C)c(=O)n2C (stereo unspecified) | -4
CC1=C(C(=O)Nc2cccc(F)c2)C(c2ccc(C(C)(C)C)s2)C2=C(CCCC2=O)N1 (stereo unspecified) | -19
CCOC(=O)c1c(NS(=O)(=O)c2ccc(C)cc2)sc(C)c1C | -47
CC1Oc2ccccc2OC1=O (stereo unspecified) | 3
CCOC(=O)CSc1nc(-c2ccncc2)ccc1C#N | -7
O=C(O)CCSc1ccccc1 | -3
COC(=O)c1ccccc1NC(=O)Nc1ccc(C(=O)N2CCCC2)cc1 | -3
CCOC(=O)c1sc(NCc2ccco2)c(-c2nc3ccccc3s2)c1N | -23
C=C(C)CN1CCN(C(c2ccccc2)c2ccccc2)CC1 | 1
CCCCOc1cc(C(=O)NCCN(CC)CC)c2ccccc2n1 | -5&11
CCOc1ccc(S(=O)(=O)Nc2ccc(Cl)c(C(F)(F)F)c2)c2cccnc12 | -20
Continuation.
SMILES | 14-3-3g Raf
Cn1cccc1Cc1nnc(SCC(=O)Nc2ccc(F)cc2)n1CCc1ccccc1 | -3
O=C(NCc1ccco1)C1CCC(CNS(=O)(=O)c2ccc(F)cc2)CC1 (stereo unspecified) | -10
Clc1ccc(SCCn2cncn2)cc1 | -3
COCC(C)n1c(C)cc(C(=O)CN2C(=O)NC3(CCCCC3C)C2=O)c1C (stereo unspecified) | 1
Cc1ccc(N=C2NC(=O)CC(C(=O)Nc3ccc(C)cc3)S2)cc1 (stereo unspecified) | 3
COc1ccc(NC(=O)c2cc3ccccc3o2)cc1 | -14&0
COc1ccc(-n2nc3cc(C)c(NC(=O)c4cccc5ccccc45)cc3n2)cc1 | -14
O=C(Cn1cnc([N+](=O)[O-])n1)NC1CCCC1 | 3
Cn1c(-c2ccccc2)[n+](C)c2ccccc21 | 6
Cc1ccc(C(=O)CSc2nc(N)cc(=O)[nH]2)cc1 | -3
CCN(CC)S(=O)(=O)c1ccc(-c2ccc(S(=O)(=O)N(CC)CC)cc2)cc1 | 4
CC1CC(C)CN(c2cc(NCCCC(=O)O)c3c4c(onc24)-c2ccccc2C3=O)C1 (stereo unspecified) | -13
COc1ccc(CCNC(=O)c2cccn3c(=O)c4cc(Cl)ccc4nc23)cc1OC | -20
CCOC(=O)c1cc2nc(-c3ccc(OC)cc3)cc(C(F)(F)F)n2n1 | -3
C=CCNC(=O)c1ccc2c(=O)n(CCOC)c(=O)[nH]c2c1 | 1
COc1cccc(C2C3=C(Nc4c2c(=O)[nH]c(=O)n4C)c2ccccc2C3=O)c1OC (stereo unspecified) | -30
Cn1c(=O)c2cn3ncccc3c2n(C)c1=O | 3
CCN(CC)CCn1c(SCC(=O)N2CCC(C)CC2)nc2c(sc3ccccc32)c1=O | -13
Cc1cnc(C(=O)OCC(=O)N2CCN(C(=O)c3ccco3)CC2)cn1 | -3
O=C(Nc1ccncc1)c1ccccc1Cl | -11
Cc1cc(N2CCc3ccccc32)n2ncnc2n1 | -3
O=C(Cn1nnc(-c2ccccc2)n1)OCc1ccccc1 | -1
Cc1sc2nc(CSc3nc4ccccc4c(=O)n3CCCN3CCOCC3)[nH]c(=O)c2c1C | -53
Cc1ccc(-n2nc3c(c2NC(=O)C24CC5CC(CC(C5)C2)C4)CSC3)c(C)c1 | 3
CC1=C(C(=O)Nc2ccccn2)C(c2ccc(Cl)cc2)C2=C(CC(C)(C)CC2=O)N1 (stereo unspecified) | 0
Next results:
SMILES | 14-3-3g Raf
COc1cccc(CNC(=O)CNS(=O)(=O)c2ccc(Br)s2)c1 | -26
CC1CCc2nc(N)c(C#N)c(-c3ccncc3)c2C1 (stereo unspecified) | -4
CSc1nccc(Nc2ccccc2)c1C#N | 1
O=C1c2ccccc2-c2onc3c(N4CCOCC4)cc(Nc4ccc5c(c4)OCO5)c1c23 | -94
O=C(c1ccc2c(c1)[nH]c(=S)n1c3ccccc3nc21)N1CCC(O)(c2cccc(C(F)(F)F)c2)CC1 | -5
C#CCOc1ccc2c(c1)c(C(C)=O)c(C)n2CCc1ccccc1 | 2
Cn1c(=O)c2cc(S(=O)(=O)NCc3ccc4c(c3)OCO4)ccc2n(C)c1=O | -10
N#CC1=C(N)N(c2ccc(Br)cc2)C2=C(C(=O)CCC2)C1c1cccnc1 (stereo unspecified) | -5
O=C(NCCN1CCOCC1)c1cc(Sc2ccccc2C(F)(F)F)nc2ccccc12 | -8
COCCOC(=O)C1=C(C)Nc2nc(C)nn2C1c1ccccc1 (stereo unspecified) | 0
C=CC1C(N2CCOCC2)C(C)(C)S1(=O)=O (stereo unspecified) | -18
CC(=O)[C@H]1[C@@H]2C(=O)N(c3cccc(Cl)c3)C(=O)[C@@H]2[C@H]2c3ccccc3C=CN21 | -77
CC(C(=O)O)C1SC(=O)NC1=O (stereo unspecified) | -8
CCCCc1ccc(NC2=NS(=O)(=O)c3ccccc32)cc1 | 0
O=C1c2ccccc2C(O)N1c1ccc(Cl)cc1 (stereo unspecified) | -4
CCc1nc(SCC(=O)N2CCOCC2)c2c(=O)n(C)c(=O)n(C)c2n1 | 0
CCCCOc1ccc(C(=O)Nc2nccs2)cc1 | -8
O=C(NCCOC(=O)c1ccncc1)c1ccccc1 | 1
CCCCc1ccc(NC(=O)c2cnc3n(c2=O)CCS3)cc1 | -8
S=C1NCN(Cc2ccccc2)CN1Cc1ccccc1 | -3
O=C(NCCc1cn2ccccc2n1)c1ccccc1F | -7
O=C(NCc1ccc(CNC(=O)c2ccccc2)cc1)c1ccccc1 | -5
Cc1c(NC(=O)CN2C(=O)c3cccc([N+](=O)[O-])c3C2=O)c(=O)n(-c2ccccc2)n1C | -3
CC(=O)N1CCc2cc(S(=O)(=O)NCc3ccc(C)cc3)ccc21 | -4
CC1=CCC2C(=O)N(c3ccc(C(=O)N4CCCCCC4)cc3)C(=O)C2C1 (stereo unspecified) | -2
Remaining list, next part:
SMILES | 14-3-3g Raf
CCOP(=O)(c1ccccc1Cl)C1(O)CCCCC1 (stereo unspecified) | -4
Cc1ccc(-c2cn3c(n2)CCCC3)cc1 | -7
O=C1c2ccccc2C(=O)N1c1nc2nccc(-c3ccccc3)n2n1 | 14&-3
Brc1ccc2nc3c(n2c1)CCCC3 | -1
O=C(Cc1ccccc1)Nc1ccc2oc(-c3cccnc3)nc2c1 | -2
CCCOC(=O)c1ccc(Nc2cc(C)nc3ccc(OC)cc23)cc1 | -6
CC1CCCCC1NC(=O)CN(C)S(=O)(=O)c1cccc2nsnc12 (stereo unspecified) | 2
Cc1occc1C(=O)OCC(=O)Nc1ccc(OC(F)(F)F)cc1 | -14
COc1ccc(-c2nc3ccc(N=Cc4ccc(Br)c([N+](=O)[O-])c4)cc3o2)cc1 | -18
C1=NCn2c3c(c4cc(C5CCCCC5)ccc42)CCCC13 (stereo unspecified) | -79
O=C(Nc1nccs1)c1cc2ccccc2oc1=Nc1ccc(F)cc1 | 0
O=C(Nc1nccs1)c1cccc(S(=O)(=O)N2CCCCC2)c1 | -8&-12
COc1ccc(-n2ncc3c(NC(C)C)ncnc32)cc1 | -10&-6
CCOc1ccc(S(=O)(=O)Nc2ccccc2C(=O)Nc2ccccc2N2CCOCC2)cc1 | -4
CCOC(=O)c1c(-c2ccccc2)oc2ccc(OC(=O)c3ccccc3)cc12 | -3
CCSCCOC(=O)C1=C(C)N(C)C(=O)NC1c1cc(OC)ccc1OC (stereo unspecified) | -16
CCOC(=O)c1cc2c(=O)n3ccccc3nc2n(CC2CCCO2)c1=NC(=O)c1cc(OC)cc(OC)c1 (stereo unspecified) | -3
NC(=O)N1c2ccccc2C=Cc2ccccc21 | -1&-7
CC1(C)C(=O)N(Cc2ccccc2)c2ccccc2N1C(=O)c1cccc([N+](=O)[O-])c1 | -4
COc1ccc(C=CC2Nc3ccccc3-c3nnc(SC)nc3O2)cc1 (stereo unspecified) | -7
O=C(CC1N=C2c3ccccc3N=C(SCc3cccc([N+](=O)[O-])c3)N2C1=O)NCc1ccc(F)cc1 (stereo unspecified) | -5
Cc1ccc(C(=O)COC(=O)c2ccc(-n3cnnn3)cc2)cc1C | -5
CN(c1nnc(N)s1)C1CCCCC1 | -4
O=C(Nc1nnc(N=Cc2ccco2)s1)c1ccc(-c2ccccc2)cc1 | 6
CC1CC(C)(C)Nc2ccc(OC(=O)c3cccs3)cc21 (stereo unspecified) | -7

The list goes on, overlapping the part above by 2 compounds.
SMILES | 14-3-3g Raf
O=C(Nc1nnc(N=Cc2ccco2)s1)c1ccc(-c2ccccc2)cc1 | 6
CC1CC(C)(C)Nc2ccc(OC(=O)c3cccs3)cc21 (stereo unspecified) | -7
COc1ccc(NC(=O)CCn2c(=S)oc3ccccc32)c(Cl)c1 | -15
COc1ccccc1CNC(=O)c1ccc(N2CC3CC(C2)c2cccc(=O)n2C3)c(NC(=O)c2cccnc2)c1 (stereo unspecified) | 14
O=C(Oc1cccc(NC(=O)c2ccccc2Cl)c1)c1ccc(Cl)c(S(=O)(=O)N2CCCCC2)c1 | 1
Cc1ccc(NC(=O)N(Cc2cccnc2)Cc2ccccc2Cl)cc1C | -8
COc1ccc(C(C#N)N2CCCCC2)cc1OC (stereo unspecified) | 2
O=C(CN(Cc1ccccc1)S(=O)(=O)c1ccc(Br)cc1)Nc1cccc(Cl)c1 | -2
CCN(C(=O)c1cc2c(=O)n3cccc(C)c3nc2s1)c1cccc(C)c1 | -5
Cc1cc(C(=O)CSc2nnnn2C)c(C)n1CCc1ccc(Cl)cc1 | -6
O=[N+]([O-])c1c(N2CCOCC2)sc(Cl)c1N1CCOCC1 | 7
CN(C(=O)c1ccccc1)c1nc2ccccc2s1 | 0
COc1ccc(C2C(C(=O)OC3CCCCC3)=C(C)NC3=C2C(=O)CCC3)cc1 (stereo unspecified) | -5
COc1cccc(-c2nn(C)c3sc(C(=O)NCCN(C)C)cc23)c1 | -3
CCCCCCN1C(=O)C(=O)/C(=C(/O)c2ccccc2)C1c1ccc(C)cc1 (stereo unspecified) | -6
Nc1nonc1-c1nc2ccccc2n1CC(=O)NC1CCCC1 | -4
COC(=O)c1c(-c2ccccc2)csc1NC(=O)C1c2ccccc2Oc2ccccc21 | -56
Oc1ccc(Br)c2ccc(C=Cc3ccc(Cl)cc3)nc12 | 0
CN(C1=C(NCCO)C(=O)c2ccccc2C1=O)c1ccccc1 | -9
c1nc(N2CCCCCC2)c2c3c(sc2n1)CCCCC3 | -11
Cc1cc(C)c(C(N)=O)c(SCC(=O)c2ccc(Cl)cc2)n1 | 1
COc1ccc(S(=O)(=O)N2CCN(c3ccc(F)cc3)CC2)c(C)c1 | -1
CC(=O)OC(C(=O)Nc1ccccc1)C(C)S(=O)(=O)c1ccccc1 (stereo unspecified) | 2
COc1ccc(S(=O)(=O)CCC(=O)Nc2cc(C)c(Cl)cc2OC)cc1 | -30
CCCCN(CCCC)CCn1cnc2c([nH]c3ccc(OC)cc32)c1=O | -2
COc1ccccc1N1CCN(C(=O)CCCCCn2c(=O)[nH]c3ccsc3c2=O)CC1 | -7
CC1=C(C(=O)OCCc2ccccc2)C(c2ccc(N(C)C)cc2)C2=C(CCCC2=O)N1 (stereo unspecified) | -7
COc1ccc(-c2cc(C(F)(F)F)n3nc(C(=O)Nc4cc(Cl)ccc4O)cc3n2)cc1 | -5
CC1=C(C(=O)OCCC(C)C)C(c2ccc(C)cc2)NC(=O)N1 (stereo unspecified) | 1
CCOc1ccc2nc(SCC(=O)Nc3ccc(C(N)=O)cc3)sc2c1 | 1
O=C(CSc1nnnn1-c1ccccc1)c1ccc(F)cc1 | -2
CCCC(=O)N/C(N)=N/c1nc(C)c2cc(C)ccc2n1 | -20

Molecules listed so far containing a thiophene ring, fused or not (15):
SMILES | 14-3-3g Raf
CCOC(=O)c1c(NC(=O)CNCCO)sc(C)c1C | -4
O=C(Cn1cc2c(n1)CCCCC2)NCc1cccs1 | -1
CC1=C(C(=O)Nc2cccc(F)c2)C(c2ccc(C(C)(C)C)s2)C2=C(CCCC2=O)N1 (stereo unspecified) | -19
CCOC(=O)c1c(NS(=O)(=O)c2ccc(C)cc2)sc(C)c1C | -47
CCOC(=O)c1sc(NCc2ccco2)c(-c2nc3ccccc3s2)c1N | -23
CCN(CC)CCn1c(SCC(=O)N2CCC(C)CC2)nc2c(sc3ccccc32)c1=O | -13
Cc1sc2nc(CSc3nc4ccccc4c(=O)n3CCCN3CCOCC3)[nH]c(=O)c2c1C | -53
COc1cccc(CNC(=O)CNS(=O)(=O)c2ccc(Br)s2)c1 | -26
CC1CC(C)(C)Nc2ccc(OC(=O)c3cccs3)cc21 (stereo unspecified) | -7
CCN(C(=O)c1cc2c(=O)n3cccc(C)c3nc2s1)c1cccc(C)c1 | -5
O=[N+]([O-])c1c(N2CCOCC2)sc(Cl)c1N1CCOCC1 | 7
COc1cccc(-c2nn(C)c3sc(C(=O)NCCN(C)C)cc23)c1 | -3
COC(=O)c1c(-c2ccccc2)csc1NC(=O)C1c2ccccc2Oc2ccccc21 | -56
c1nc(N2CCCCCC2)c2c3c(sc2n1)CCCCC3 | -11
COc1ccccc1N1CCN(C(=O)CCCCCn2c(=O)[nH]c3ccsc3c2=O)CC1 | -7

High-throughput results: PubChem, Emory University Molecular Libraries Screening Center

Some of the compounds tested; rates above refer to the full screens.
